Screening data deposited in PubChem BioAssay by Southern Research Specialized Biocontainment Screening Center.
VEEV TC-83 Vero: inhibitors of VEEV TC-83 cytopathic effect, confirmation, Vero cells (AID 588727); Vero cells, VEEV TC-83 cytopathic effect inhibition; higher % means a stronger effect; one-dose inhibition, % at 20 µM; IC50 in µM for titrated hits; hit rate 0.13% among 350,000; in the data active = a potency from the dose series; inconclusive = inhibition mostly from about 14% at the one dose, without a potency; inactive = the rest, 99 in 100 with inhibition below about 12%; note: strong numbers were not always called active
M. tuberculosis HTS: M. tuberculosis growth inhibition, HTS (AID 449762) | M. tuberculosis H37Rv growth inhibition, 7H9 media; higher % means a stronger effect | one-dose inhibition, % at 25 µM; IC50 in µM for titrated hits | hit rate 0.59% among 330,000; in the data active = a potency from the dose series; inconclusive = inhibition above about 70% without an active follow-up result;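 note: bacterial growth assessed after seven days of incubation; strong numbers were not always called active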
PhoP GFP inhibition: Inhibition of PhoP regulon, Salmonella typhi GFP reporter cells, confirmation, 4 h (AID 1850) | Salmonella Typhi PhoP-promoter GFP reporter, fluorescence, 4 h; higher % means a stronger effect | inhibition, % at 50 µM, or IC50 in µM where a hit was titrated | hit rate 0.33% among 310,000; in the data active = a potency from the dose series; inconclusive = inhibition mostly from about 25% at the one dose, without a potency; inactive = the rest, 99 in 100 with inhibition below about 19%;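 note: 0% = induced wells with vehicle and 100% = uninduced wells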
H1N1 NS1A inhibition: NS1A inhibition, H1N1 influenza, cell based functional assay (AID 504329) | hit rate 0.3% among 340,000 | NS1A functional cell-based assay, percent inhibition; higher % means a stronger effect | inhibition, % at 12.5 µM; hits with a dose series show IC50 in µM; in the data active = a potency from the dose series; inconclusive = inhibition above about 27% without an active follow-up result; note: strong numbers were not always called active
tuberculosis growth: growth inhibition of non-replicating M. tuberculosis (AID 488890) | hit rate 0.39% among 320,000 | inhibition, % at 25 µM, or IC50 in µM where a hit was titrated | Mycobacterium tuberculosis non-replicating, growth inhibition; higher % means a stronger effect; in the data active = a potency from the dose series; inconclusive = inhibition mostly from about 82% at the one dose, without a potency; inactive = the rest, 99 in 100 with inhibition below about 76%;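 note: plate controls were DMSO cells for no effect and high antibiotic wells for full effect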
VEEV TC-83 Vero 10K pilot screen: also measured in VEEV TC-83 Vero; calls as there; inhibition, %; measured here: 10K pilot screen inhibition
Starred values were filed as active, the others as inactive; i = inactive; ? = inconclusive; nt = not tested or not shown.

SMILES | VEEV TC-83 Vero | M. tuberculosis HTS | PhoP GFP inhibition | H1N1 NS1A inhibition | tuberculosis growth | others
COc1ccc(-n2c(SCC(=O)Nc3nccs3)nnc2-c2ccc(Cl)cc2)cc1 | 0.9% | nt | nt | -8% | nt
COc1ccc(CC(=O)N(Cc2ccccc2)c2cccc(C)c2)cc1OC | 3.8% | 2% | -5% | 3% | 20%
COc1ccccc1C(=O)NC(=O)COC(=O)C1CC2CCCC(C1)C2=O (centres undefined) | 2.3% | 5% | -6% | -6% | -7%
CCCSc1nc2c(cnn2-c2ccc(Cl)cc2)c(=O)[nH]1 | i | 7% | -7% | -4% | 1%
O=C(Nc1ccccc1)Nc1ccc2ccccc2n1 | 1.5% | 0% | -8% | -5% | 4%
COC(=O)CCCC1=CC2=C(c3ccccc3)C(=O)C(C)(OC(=O)C3CCCC3)C(=O)C2=CN1C1CCCC1 (centres undefined) | 4.6% | -7% | 12% | 8% | 44%
FC(F)(F)c1cccc(CN2CCN(c3ncccn3)CC2)c1 | 0.2% | 3% | 4% | 1% | -4%
CCCN1CCC(=O)N([C@H](CO)c2ccccc2)CC1 | 2.5% | 1% | -3% | -2% | -17%
Cc1cc(C)cc(Oc2ccc(NC(=O)C3CC=CCC3C(=O)O)cc2)c1 (centres undefined) | 1.5% | -7% | -27% | -10% | 32%
CCOC(=O)CSc1nnc(CNC(=O)Cc2ccccc2)n1C | 1.4% | -7% | 5% | 16% | 13%
CCCCOC1(c2ccccc2)OC(=O)c2ccccc21 (centres undefined) | i | -6% | 4% | 3% | -10%
CCn1c(/C=C/c2cccc([N+](=O)[O-])c2)nc2ccccc2c1=O | 1.0% | 12% | 1% | -3% | -4%
CN1CCN(c2ccc(S(=O)(=O)N3CCCCC3)cc2NC(=O)Cc2c(F)cccc2Cl)CC1 | 7.1% | -2% | 3% | 1% | -8%
Cc1ccc(Cl)cc1N1CCN(CC(=O)Nc2ccc3[nH]c(=O)[nH]c3c2)CC1 | i | 0% | 1% | 9% | -2%
COC(=O)Cn1c(=O)c2c(nc3n2CCCN3CCc2ccccc2)n(C)c1=O | 0.8% | 7% | -15% | 4% | -13%
c1cc2c3c(cccc3c1)C(N1CCCCCC1)=N2 | 1.0% | nt | -8% | 2% | 17%
CCOc1ccc(S(=O)(=O)N(C)c2ccc(OCC(=O)Nc3nccs3)cc2)cc1 | 6.5% | -3% | 8% | 9% | nt
O=C(c1ccc(Cl)cc1)N1CCC(O)(CSc2ccccc2)CC1 | 0.4% | -3% | -5% | -15% | 10%
COc1ccc(C(=O)C2CCCN(C(=O)c3ccccc3C(C)=O)C2)cc1F (centres undefined) | i | 8% | -6% | 6% | -26%
CCOc1cc(/C=N/NC(=O)COc2nc(C)cc(COC)c2C#N)ccc1O | 1.1% | 0% | -12% | -11% | -17%
O=C(NC1CC1)C1=C[C@H](c2csc3ccccc23)C[C@H](OCc2ccc(CO)cc2)O1 | 8.5% | 10% | 3% | 6% | 19% | VEEV TC-83 Vero 10K pilot screen=6.5
CC1CCN(C(=O)c2ccc3c(Cl)c4c(nc3c2)CCCC4)CC1 | i | 0% | -5% | -1% | 79% | VEEV TC-83 Vero 10K pilot screen=0.0
CCC(Oc1ccccc1)C(=O)Nc1cc(Cl)ccc1-n1cncn1 (centres undefined) | 7.0% | 4% | 0% | -13% | -4%
CCCCn1c(N)c(N(CCOC)C(=O)c2ccc(-c3cccc(C(F)(F)F)c3)o2)c(=O)[nH]c1=O | 5.2% | 4% | -3% | 10% | 18%
Cc1cc(C)nc(Nc2ncn[nH]2)n1 | nt | 7% | -6% | nt | -9%
Cc1ccc2oc(-c3cccc(NC(=O)c4ccccn4)c3)nc2c1 | 3.3% | 6% | -3% | -1% | -14%
COc1ccc(C2=CC(=O)N(Nc3ccccc3)C2=O)cc1 | nt | 63% | 3% | nt | 69%
COc1cccc(/C=C(/C#N)c2nc3ccccc3[nH]2)c1OC(C)C(=O)O (centres undefined) | 0.9% | 0% | 2% | -13% | 0%
COc1ccc(C(=O)n2nc(-c3ccccc3)nc2N)cc1OC | 0.4% | -3% | 3% | 2% | 6%
CCOC(=O)N1CCN(C(=O)C2CCN(S(=O)(=O)c3cc(OC)ccc3OC)CC2)CC1 | 0.7% | -7% | -7% | -1% | -2% | VEEV TC-83 Vero 10K pilot screen=0.1
COc1ccc(NC(=O)COc2ccc3c(c2)CCC3)cc1 | 0.9% | ? | -1% | -4% | 4.5µM*
CCc1nnc(NC(=O)c2ccc(S(=O)(=O)N(CCOC)CCOC)cc2)s1 | 1.5% | 0% | -1% | -5% | -28% | VEEV TC-83 Vero 10K pilot screen=0.3
CC(=O)Nc1ccc(NC(=O)CN(c2cccc(C(C)=O)c2)S(C)(=O)=O)cc1 | 3.0% | 8% | -2% | -7% | 0%
O=[N+]([O-])c1cc([N+](=O)[O-])c2nonc2c1Nc1ccccc1O | 0.2% | ? | 13% | 2% | ?
Cc1ccc(S(=O)(=O)CCC(=O)Nc2ccccc2Cl)cc1 | i | 3% | 9% | 20% | 3%
COC(=O)c1ccccc1-n1c(C)nc(=O)c(-c2ccccc2)c1C | 0.2% | 4% | 7% | 2% | -17%
CCCCNc1nc2ccccc2n1CC(=O)Nc1ccc2c(c1)OCCO2 | nt | 2% | 7% | nt | 6%
CC12CC3CC(C)(C1)CC(Nc1nc(N4CCOCC4)nc4ccccc14)(C3)C2 | 4.8% | 12% | 6% | -23% | -1%
O=C(COC(=O)CCCNC(=O)c1ccc(Cl)cc1)Nc1ccc(Br)cc1 | 0.8% | -11% | -2% | 7% | 12%
CS(=O)(=O)Cc1ccc(C(=O)NC2CCN(Cc3ccccc3)C2)cc1 (centres undefined) | 1.2% | 2% | 13% | -3% | -5%
CC1=C(C#N)C2C(/C1=N/O)C2(C)C (centres undefined) | 0.3% | -7% | -7% | 3% | 65%
COc1ccc(/C(N)=N/OC(=O)Cc2cccs2)cc1OC | 0.5% | -8% | -8% | 17% | -16%
CCN1CCN(CCC(=O)Nc2ccc(C)cc2)CC1 | 0.0% | 3% | -6% | -6% | 7%
CCCCn1nnnc1SCC(=O)N1CCN(C(=O)c2ccco2)CC1 | 0.2% | 4% | 4% | 11% | -8%
O=C(Nc1ccccc1)c1ccccc1C(=O)N1CCCCC1 | 0.2% | -1% | 4% | -12% | -4%
c1csc(-c2nc(NCCCN3CCOCC3)c3ccccc3n2)c1 | 10.0% | 3% | 5% | 3% | 6%
CCSC1=NSC2=NC(=O)/C(=C\c3coc4ccccc4c3=O)C(=N)N12 | 2.5% | 0% | 17% | -17% | -7%
NC(=O)c1nsc(C(=O)N(Cc2ccc(F)cc2)C(C(=O)NCC2CCCO2)c2ccc(F)cc2)c1N (centres undefined) | 1.3% | -3% | 7% | 1% | 30%
O=C1NC(=S)N/C1=C/c1ccc2ccccc2c1 | 1.4% | -4% | -4% | 2% | 21%
O=c1c([N+](=O)[O-])cc(C(F)(F)F)cn1Cc1cccc(Cl)c1 | i | 65% | 0% | -3% | ?

Part of the list above in order of length of the SMILES, descending:
SMILES | VEEV TC-83 Vero | M. tuberculosis HTS | PhoP GFP inhibition | H1N1 NS1A inhibition | tuberculosis growth | others
NC(=O)c1nsc(C(=O)N(Cc2ccc(F)cc2)C(C(=O)NCC2CCCO2)c2ccc(F)cc2)c1N (centres undefined) | 1.3% | -3% | 7% | 1% | 30%
CC12CC3CC(C)(C1)CC(Nc1nc(N4CCOCC4)nc4ccccc14)(C3)C2 | 4.8% | 12% | 6% | -23% | -1%
CCSC1=NSC2=NC(=O)/C(=C\c3coc4ccccc4c3=O)C(=N)N12 | 2.5% | 0% | 17% | -17% | -7%
O=c1c([N+](=O)[O-])cc(C(F)(F)F)cn1Cc1cccc(Cl)c1 | i | 65% | 0% | -3% | ?
O=C(COC(=O)CCCNC(=O)c1ccc(Cl)cc1)Nc1ccc(Br)cc1 | 0.8% | -11% | -2% | 7% | 12%
CS(=O)(=O)Cc1ccc(C(=O)NC2CCN(Cc3ccccc3)C2)cc1 (centres undefined) | 1.2% | 2% | 13% | -3% | -5%
c1csc(-c2nc(NCCCN3CCOCC3)c3ccccc3n2)c1 | 10.0% | 3% | 5% | 3% | 6%
COc1ccc(/C(N)=N/OC(=O)Cc2cccs2)cc1OC | 0.5% | -8% | -8% | 17% | -16%
O=C(Nc1ccccc1)c1ccccc1C(=O)N1CCCCC1 | 0.2% | -1% | 4% | -12% | -4%
CCN1CCN(CCC(=O)Nc2ccc(C)cc2)CC1 | 0.0% | 3% | -6% | -6% | 7%
CC1=C(C#N)C2C(/C1=N/O)C2(C)C (centres undefined) | 0.3% | -7% | -7% | 3% | 65%

(further entries)
SMILES | VEEV TC-83 Vero | M. tuberculosis HTS | PhoP GFP inhibition | H1N1 NS1A inhibition | tuberculosis growth | others
COC1CCN(C(=O)c2ccc(OC3CCN(Cc4ccccn4)CC3)cc2)CC1 | 0.5% | -11% | -17% | 7% | -6%
CC(Sc1nc2ccc(C(=O)c3ccccc3)cc2[nH]1)C(=O)O (centres undefined) | 1.2% | -5% | -2% | -11% | -8%
C=CCn1c(-c2oc3nc(-c4ccccc4)cc(-c4ccccc4)c3c2N)n[nH]c1=S | 5.1% | -9% | -5% | 7% | -4%
C=CC(C)(O)CCC=C(C)C (centres undefined) | 0.3% | -8% | -10% | 6% | -12%
O=C(Nc1nnc(C2CC2)s1)c1ccc(S(=O)(=O)c2ccccc2)cc1 | 5.0% | -5% | 1% | -4% | 7%
Cc1ccc(C(=O)NCc2ccc(N3CCN(C(=O)OC(C)(C)C)CC3)cc2)cc1 | i | 2% | -6% | 0% | 16%
CC1CCN(c2ccccc2NC(=O)c2ccc(Br)o2)CC1 | 3.5% | 12% | -7% | -12% | 11%
Cc1ccc(NC(=S)N(CCCN2CCOCC2)Cc2ccccn2)cc1Cl | 0.5% | -2% | -5% | 4% | 17% | VEEV TC-83 Vero 10K pilot screen=2.0
Cc1c(C)n(Cc2ccc(Cl)cc2)c2ccc(C(=O)NCCCN3CCOCC3)cc12 | 5.9% | 11% | 1% | 24% | 23%
Cc1c(Cl)cccc1NC(=S)NN | i | ? | 1% | -21% | ?
O=C1CCCc2nc3c(cc21)C(O)Oc1ccccc1-3 (centres undefined) | 1.1% | -9% | 3% | 4% | 26%
COC(=O)C1=C(c2ccc(OC(F)(F)F)cc2)C[C@@H]2CC[C@H]1N2C(=O)NCc1cccc2ccccc12 | 2.0% | 18% | nt | -5% | 4%
CCN(CCO)c1cc(Cl)nc(SC)n1 | 1.1% | 1% | 11% | 2% | 8%
CN1CCN(C(=O)CC2C(=O)NCCN2Cc2ccc(-c3ccccc3)cc2)CC1 (centres undefined) | 0.5% | 4% | 2% | -9% | -9%
COC(=O)CCC(=O)NNC(=O)c1ccc([N+](=O)[O-])cc1 | 1.1% | 5% | 2% | 1% | 0%
CCCCNC(=O)OCCNC(=O)Oc1cccc(C)c1 | 1.0% | 3% | 3% | -15% | 12%
COc1cc(C)ccc1OCC(=O)OCC(=O)c1ccc[nH]1 | 2.3% | 23% | nt | -18% | 46%
COc1ccc(S(=O)(=O)Nc2ccc(C)cc2)cc1OC | 1.9% | -11% | 1% | 7% | 1%
CCOC(=O)CCCCC(=O)c1[nH]c(=O)[nH]c1C[n+]1ccc(C)cc1 | 0.4% | 5% | -5% | 2% | 7%
CCOP(=O)(c1ccc(N(C)C)cc1)C(O)c1ccc(OC)cc1 (centres undefined) | i | -9% | -8% | -4% | -5%
Cc1ccc(S(=O)(=O)/N=C(/Nc2c(C)n(C)n(-c3ccccc3)c2=O)c2ccc(Cl)cc2)cc1 | 9.5% | -8% | -4% | 0% | 17%
Cc1c(Cl)cccc1NC(=O)Cn1cc(C(F)(F)F)cc(Cl)c1=O | i | 8% | -7% | -5% | 4%
O=C(COC(=O)c1ccc(F)cc1F)NCCC1=CCCCC1 | 0.6% | 12% | nt | -8% | 76%
CC(=O)N1c2ccc(S(=O)(=O)N3CCCC(C(=O)NC4CCCC(C)C4C)C3)cc2CC1C (centres undefined) | 0.8% | -3% | 7% | -8% | 6%
O=C(CN1CCCC1)Nc1cccc(Cl)c1 | 0.2% | 6% | -15% | -1% | 8%
CCOC(=O)c1nnc(-c2cccs2)nc1NC(C)C | 0.5% | 4% | 11% | -5% | 64%
O=C(COc1ccc(Br)cc1)Nc1nc(-c2cccnc2)cs1 | 1.2% | -3% | 6% | 4% | 26%

Compounds as they come (roughly 1.5% active in at least one column).
